# Screens from PubChem.
# TAG inh: triacylglycerol accumulation inhibition; H9c2 cells, Nile Red lipid (TAG) fluorescence; cells loaded with 200 µM oleic acid; actives 0.66% (n = 230,000); inhibition, % at 12.5 µM;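 active = pattern-corrected inhibition of lipid staining of at least 50% with the nuclear-stain viability signal not falling by more than 50%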;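 note: 0% = DMSO wells and 100% = triacsin C control wells; some results filed as inactive read as strong as hits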
# TAG inh DAPI viability: recorded beside TAG inh, whose call it bears; DAPI nuclei signal change (viability), lower = more cytotoxic, %;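 whole-well DAPI fluorescence read on a plate reader as a viability signal; minus 50 percent equals half of cells still viable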
# An asterisk follows results filed as active. These rows are one share of the data; count on the stated rates, not on these rows.
# Each structure is followed by: TAG inh | TAG inh DAPI viability
1	NC(c1ccccc1)c1csc(NC(=O)Nc2ccc(OC(F)(F)F)cc2)n1 (configuration not stated)
 : 21 | 3
2	CCOC(=O)[C@@H]1[C@H]2COc3ccccc3[C@H]2N2C(=O)N(c3ccc(Cl)cc3)C(=O)[C@]12C
 : -24 | 1
3	COC(=O)CCCCCCCCCC[N+]1(C)CCCCC1
 : -7 | 13
4	CC1(c2ccc3c(c2)OCCO3)NC(=O)N(CC(=O)c2ccc[nH]2)C1=O (configuration not stated)
 : -2 | 2
5	Cc1cc(OCC(=O)NNC(=S)NC(=O)c2ccc(Br)o2)ccc1Cl
 : -13 | 0
6	COc1cccc(C(=O)NCCS(=O)(=O)NCc2cccnc2)c1
 : -18 | -2
7	O=C(NCC(c1ccco1)N1CCCCC1)c1cccc(S(=O)(=O)Nc2ccccc2Cl)c1 (configuration not stated)
 : -4 | 8
8	CCOC(=O)c1ccccc1NC(=O)COC(=O)c1ccc(C)c(S(=O)(=O)N2CCOCC2)c1
 : -13 | 2
9	CCOC(=O)c1ccc(Nc2ncccc2[N+](=O)[O-])cc1
 : -11 | 0
10	CCNc1cc2c(cc1O)CCC1C2CCC2(C)C(O)CCC12 (configuration not stated)
 : 4 | -1
11	O=C(CCSc1ccccc1)NCCSc1ccccn1
 : 19 | -13
12	COC(=O)C(NC(=O)c1ccco1)(Nc1nc(C)cs1)C(F)(F)F (configuration not stated)
 : -4 | -4
13	CN(CC(=O)Nc1cc(S(=O)(=O)N2CCOCC2)ccc1Cl)C1CCS(=O)(=O)C1 (configuration not stated)
 : -3 | 3
14	CCOC(=O)c1ccc(NC(=O)c2cn(-c3ccccc3)nc2-c2ccncc2)cc1
 : 29 | -4
15	Cc1nn(Cc2ccccc2)c(C)c1/C=N/NC(=O)c1ccncc1
 : 12 | -10
16	Cc1cc(C)c2sc(N(CCN(C)C)C(=O)c3c(F)cccc3F)nc2c1
 : -2 | 8
17	Cc1cc(C)c(NC(=S)N(CCCN2CCOCC2)Cc2cccnc2)c(C)c1
 : -5 | 2
18	COc1cc(C(=O)OCC(=O)NC(=O)NC2CCCCC2)cc(Cl)c1OC
 : 13 | -5
19	Cc1ccc(NNC(=O)C(=O)N2CCCCC2)cc1
 : 1 | -6
20	O=[N+]([O-])c1cccc(/C(=N/N=C/c2ccccc2Br)C23CN4CN(CN(C4)C2)C3)c1
 : 37 | -13
21	COc1ccc(NC(=O)c2ccc3c(c2)OCO3)cc1
 : 8 | 2
22	O=C(NCCCN1CCCC1=O)c1ccc(Cl)c(Cl)c1
 : 7 | -1
23	C=CCN(CC=C)C(=S)Nc1ccc2nsnc2c1
 : -5 | 3
24	COCC(=O)NC1(c2nnnn2CCOC(=O)Nc2ccc(Cl)cc2)CCCCC1
 : 7 | 3
25	CCOC(=O)C1CCN(C(=S)NC2CCCC2)CC1
 : -8 | 25
26	O=C(c1cc(COc2ccc(F)c(F)c2)on1)N1CCSCC1
 : -5 | 2
27	Cc1noc(C)c1NC(=O)N(C)C[C@@H]1OCc2ccccc2-c2c(n(C)c3ccccc23)C(=O)N([C@H](C)CO)C[C@H]1C
 : 7 | -2
28	CCCc1cc(=O)[nH]c(SCC(=O)c2c(N)n(C3CC3)c(=O)[nH]c2=O)n1
 : 7 | 3
29	CCOC(=O)C1=C(C)Nc2ccccc2N=C1NC(=O)C(c1ccccc1)c1ccccc1
 : -1 | -8
30	COc1ccccc1-c1ccc(/C=C2/C=C(CC(C)C)OC2=O)o1
 : -6 | 34
31	COc1cnn(-c2ccc(C)cc2)c(=O)c1Cl
 : -7 | 41
32	Cc1ccc(C(=O)OCC(=O)NC2CCCCC2)cc1S(=O)(=O)N1CCCCC1
 : 19 | -2
33	O=C(COC(=O)c1ccc([N+](=O)[O-])o1)Nc1ccc(Br)cc1F
 : -9 | 5
34	COC(=O)Cn1cc(C#N)c2ccccc21
 : 2 | 2
35	COC(=O)c1ccc(OCCOc2ccccc2C)cc1
 : -16 | -1
36	CC(=O)c1ccc(NC(=O)COC(=O)CCc2ccc(S(=O)(=O)N3CCOCC3)cc2)cc1
 : 11 | -5
37	CN(c1nc2c(c(=O)n(C)c(=O)n2C)n1CC(=O)c1ccccc1)C1CCCCC1
 : -14 | -12
38	O=C1N(Cc2cccnc2)C[C@@H]2C[C@@H](c3cccc(OC4CCCC4)c3)N3CCC[C@@]123
 : 11 | -6
39	Cc1ccc(C(=O)O)cc1-c1ccc(/C=C2\SC(=O)N(CC(=O)Nc3ccc4c(c3)OCO4)C2=O)o1
 : 6 | -3
40	Cc1ccc2nc(NC(=S)NC(=O)c3cccs3)sc2c1
 : 39 | -2
41	CN(C(=O)c1ccccn1)c1nnc(-c2cccnc2)s1
 : 7 | 3
42	O=C(NCCc1ccccc1)C(=O)NCCC1CCCCN1S(=O)(=O)c1ccccc1 (configuration not stated)
 : 8 | -11
43	COCCn1c(C)cc(/C=N/NC(=O)c2cccnc2)c1C
 : 8 | -11
44	CCCCN1C(=O)C2C(c3ccc(OC)cc3O)NC(CC(C)C)(C(=O)O)C2C1=O (configuration not stated)
 : -11 | -2
45	O=C(CNC(=O)c1ccccc1)NCc1ccc(Cl)cc1
 : -5 | 2
46	Oc1ccccc1C1Nc2cccc3cccc(c23)N1
 : 8 | -14
47	CCN(CC)C(=O)C1CCCN(Cc2ccccc2F)C1 (configuration not stated)
 : -4 | -1
48	Cc1nc(N)nc(C)c1Cc1ccccc1
 : -6 | -1
49	COc1ccccc1-c1ccc(SCc2ccc(F)cc2)nn1
 : -22 | 12
50	Cc1ccc(NC(=O)NC(=O)CN2CCC(C(N)=O)CC2)c(C)c1
 : 10 | -5
51	CCC(C)NC(=O)C1CCN(S(=O)(=O)N2CCOCC2)CC1 (configuration not stated)
 : 10 | -6
52	CC[C@@]1(C(=O)OC)N[C@H](CN(C)C(=O)Nc2ccc(C)cc2)[C@@H]2C(=O)N(C)C(=O)[C@@H]21
 : 6 | -5
53	CCOC(=O)CCCCCC(=O)Nc1ccc2c(c1)C(=O)N([C@H](C)CO)C[C@H](C)[C@H](CN(C)C(=O)C1CCCCC1)OCCCC[C@@H](C)O2
 : -5 | -5
54	CS(=O)(=O)c1ccc(C(=O)OCc2nnc(-c3ccc(Cl)cc3)o2)cc1[N+](=O)[O-]
 : -14 | -3
55	Cc1cccc(-c2noc(CNC(=O)COc3ccccc3C)n2)c1
 : -3 | 0
56	N#Cc1nc(COc2ccc(F)cc2)oc1N1CCCCC1
 : -19 | 2
57	COc1cccc(Cn2cnc3c(NS(=O)(=O)c4ccc(Cl)cc4Cl)c(C)c(C)cc32)c1
 : -14 | -3
58	O=C(Cn1cc(C(F)(F)F)ccc1=O)N/N=C/c1cccc(Cl)c1
 : -9 | 3
59	O=C(OCC(=O)N1CCCC1)c1c2c(nc3ccccc13)CCCCC2
 : 5 | -8
60	COc1ccc(CC(=O)NNS(=O)(=O)c2ccc(F)cc2)cc1OC
 : -11 | 9

# One compound at a time, as listed above.
# `CCC(C)NC(=O)C1CCN(S(=O)(=O)N2CCOCC2)CC1` (configuration not stated) in the list: TAG inh = 10; TAG inh DAPI viability = -6
# `COc1ccccc1-c1ccc(SCc2ccc(F)cc2)nn1` in the list: TAG inh = -22; TAG inh DAPI viability = 12

# A portion taken from the entries so far, for reference:
# Each structure is followed by: TAG inh | TAG inh DAPI viability
59	O=C(OCC(=O)N1CCCC1)c1c2c(nc3ccccc13)CCCCC2
 : 5 | -8
60	COc1ccc(CC(=O)NNS(=O)(=O)c2ccc(F)cc2)cc1OC
 : -11 | 9

# A second format for some results above.
51. CCC(C)NC(=O)C1CCN(S(=O)(=O)N2CCOCC2)CC1 (configuration not stated)
  TAG inh: 10
  TAG inh DAPI viability: -6

41. CN(C(=O)c1ccccn1)c1nnc(-c2cccnc2)s1
  TAG inh: 7
  TAG inh DAPI viability: 3

42. O=C(NCCc1ccccc1)C(=O)NCCC1CCCCN1S(=O)(=O)c1ccccc1 (configuration not stated)
  TAG inh: 8
  TAG inh DAPI viability: -11

# Among those listed so far, these contain a nitro group on carbon.
# Each structure is followed by: TAG inh | TAG inh DAPI viability
9	CCOC(=O)c1ccc(Nc2ncccc2[N+](=O)[O-])cc1
 : -11 | 0
20	O=[N+]([O-])c1cccc(/C(=N/N=C/c2ccccc2Br)C23CN4CN(CN(C4)C2)C3)c1
 : 37 | -13
33	O=C(COC(=O)c1ccc([N+](=O)[O-])o1)Nc1ccc(Br)cc1F
 : -9 | 5
54	CS(=O)(=O)c1ccc(C(=O)OCc2nnc(-c3ccc(Cl)cc3)o2)cc1[N+](=O)[O-]
 : -14 | -3

# New compounds follow.
# Each structure is followed by: TAG inh | TAG inh DAPI viability
61	COc1cccc(-c2cnc3cccnn23)c1
 : 17 | 13
62	COC(=O)CCCC1=CC2=C(c3ccccc3)C(=O)C(C)(OC(=O)C3CCCC3)C(=O)C2=CN1CC(C)C (configuration not stated)
 : 14 | -1
63	CCNC(=S)N1CCC(Cc2ccccc2)CC1
 : 0 | -5
64	O=S(=O)(c1ccc(F)cc1)N1CCCC(c2nc(-c3ccc(F)cc3)no2)C1 (configuration not stated)
 : 18 | 0
65	O=C(CCCc1ccccc1)NCCS(=O)(=O)N1CCN(c2ccc(F)cc2)CC1
 : -8 | 3
66	N=c1sccn1CC(=O)NCCc1ccc(Cl)cc1Cl
 : 12 | 4
67	COc1cc(C(c2c(NC(=O)c3ccco3)sc(C)c2C)N2CCOCC2)cc(OC)c1OC (configuration not stated)
 : 4 | -14
68	O=C1C2C3C=CC(C3)C2C(=O)N1c1ncc([N+](=O)[O-])s1 (configuration not stated)
 : 4 | 0
69	Cc1cc(-c2nc3ncccc3o2)ccc1NC(=S)NC(=O)C(C)C
 : 9 | 10
70	O=C(N/N=C/c1ccco1)C1(O)c2ccccc2-c2ccccc21
 : -1 | -8
71	COc1ccc(CN(C(=O)COc2ccccc2)c2ccccc2C(=O)O)cc1
 : 7 | 0
72	COC(=O)CCSC(=S)N1CCOCC1
 : -2 | 8
73	COc1ccc(NC(=O)COC(=O)C2CCN(C(=O)c3ccc(Cl)cc3)CC2)c([N+](=O)[O-])c1
 : 3 | -1
74	COc1cc(C(C)=O)ccc1OCC(=O)Nc1cc(S(=O)(=O)N2CCOCC2)ccc1N1CCCC1
 : 1 | -4
75	CCCN(Cc1ccccc1)C(=S)Nc1cccc(C)c1C
 : 7 | -5
76	Cn1c(-c2ccccc2)nc2cnccc21
 : -13 | 6
77	CC(C)(C)c1ccc(N2C(=N)SCC2=O)cc1
 : 4 | -3
78	COc1ccc(N2CCN(S(=O)(=O)c3ccc4c(c3)OCCO4)CC2)cc1
 : -5 | -13
79	COc1ccc2[nH]c3c(c2c1)CCN1C(=O)C(CC(=O)NC/C=C(\C)CCC=C(C)C)C[C@H](C(=O)N2CCOCC2)[C@@]31CCC1CCCC1 (some centres not stated)
 : 10 | 7
80	Cn1ncc([N+](=O)[O-])c1C(=O)N1CCOCC1
 : 15 | -7
81	c1ccc([C@H]2CNCCN2CCc2cccc3ccccc23)cc1
 : 12 | 3
82	O=C(COC(=O)CSc1ccccc1)NC1CCS(=O)(=O)C1 (configuration not stated)
 : -30 | 5
83	CN(Cc1nc(-c2ccccn2)no1)S(=O)(=O)c1ccccc1
 : 2 | 0
84	COc1ccc(N2CCN(C(=O)C3CCN(S(=O)(=O)c4ccccc4)CC3)CC2)cc1
 : 10 | -11
85	O=C(CCC(=O)N1CCCC1)Nc1nnc(C2CCCCC2)s1
 : -13 | 1
86	CCN(CC(=O)NC(C)C)C(=O)c1ccc(S(=O)(=O)N(C)c2ccccc2OC)cc1
 : 17 | -9
87	O=C(Nc1ccc(Cl)cc1)c1cnc(-c2ccccc2)nc1-c1ccccc1
 : 29 | -3
88	Cc1cccc(NS(=O)(=O)c2cccc(C(=O)NCC(c3ccco3)N(C)C)c2)c1 (configuration not stated)
 : 1 | -1
89	CCn1nnc(NC(=O)c2ccc(-c3ccccc3[N+](=O)[O-])o2)n1
 : -4 | -11
90	CCCc1nc2c(s1)CCc1onc(-c3ccc(Cl)cc3)c1-2
 : 8 | -1
